# Screening data from PubChem BioAssay.
# Pf growth 96h: inhibits malaria parasite growth, 96 h; P. falciparum luciferase reporter growth, 96 h; Potency, µM (series often up to 28.7 µM), for the others: top-dose activity change, negative = inhibition, most hits filed as inhibitors; hit rate 6.9% among 320,000; AID 504834
#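 Infected RBCs, 2% Hct / 0.05% parasitemia final; luciferase-reporter P. falciparum; cpd 96 h, 37 C, 5% CO2; luciferase detection reagent; luminescence.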
# HCV inh: inhibitors of hepatitis C virus infection; Huh7.5.1 HCVcc-Cre infection, luciferase reporter, 44 h; Potency, µM (doses to about 41.8 µM), without a hit: at the top dose activity change, negative = inhibition, usual class: inhibitors; hit rate 3.4% among 340,000; AID 651820
#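 After 44 h co-culture of compound, cells and HCVcc-Cre (~0.5 moi), substrate is added for 15 min at room temperature and luciferase measured over 15 sec. Cells were seeded at 1,000/well and pre-cultured 4 h.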
# Pf growth 48h: inhibits P. falciparum growth in the first generation, 48 h; Potency, µM (titrated, usually from 28.7 µM), without a hit: at the top dose activity change, negative = inhibition, actives largely listed as inhibitors; hit rate 5.9% among 310,000; P. falciparum luciferase growth in erythrocytes, 48 h
#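 Luciferase-expressing P. falciparum in infected erythrocytes (2% hematocrit, 0.1% parasitemia final) in RPMI 1640/0.5% Albumax were exposed to compound for 48 hours at 37 C, 5% CO2; growth read as luminescence.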
# Sm TGR inh: S. mansoni TGR enzyme inhibition. AID 485364. Potency, µM (top dose mostly 114 µM), for inactives: at the highest dose activity change, negative = inhibition, usual class: inhibitors. hit rate 3% among 360,000. purified TGR, DTNB reduction, TNB absorbance 405 nm; further: nearly all actives have a fitted effect of over 60% in size
#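 First, TGR (20 nM dispensed) and NADPH were mixed with compound. Second, a 15 min room-temperature incubation followed. Third, further NADPH and then DTNB were added to start the reaction. Finally, TNB absorbance was monitored kinetically.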
# Tb PYK inh: T. brucei pyruvate kinase inhibition | Q57TT1 | TbPYK enzyme, Kinase-Glo Plus ATP luminescence, 45 min | Potency, µM (highest dose often 76.8 µM), for the others: at the top dose activity, negative = inhibition, actives largely listed as inhibitors | hit rate 0.12% among 410,000 | AID 624173; further: nearly all actives have a fitted effect of over 50% in size
#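 ADP (130 uM final) triggers the TbPYK reaction after compound addition; incubation is 45 min at room temperature. Kinase-Glo Plus is then added and luminescence imaged. Normalized data are fitted to concentration-effect curves.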
# LmPK inh: LmPK (Leishmania mexicana) enzyme inhibition; Q27686; purified LmPK, Kinase-Glo ATP luminescence, 1 h; Potency, µM (series often up to 57.5 µM), inactives show at the highest dose activity change, negative = inhibition, usual class: inhibitors; hit rate 0.37% among 290,000
# Target sequence (Q27686 whole entry, looked up): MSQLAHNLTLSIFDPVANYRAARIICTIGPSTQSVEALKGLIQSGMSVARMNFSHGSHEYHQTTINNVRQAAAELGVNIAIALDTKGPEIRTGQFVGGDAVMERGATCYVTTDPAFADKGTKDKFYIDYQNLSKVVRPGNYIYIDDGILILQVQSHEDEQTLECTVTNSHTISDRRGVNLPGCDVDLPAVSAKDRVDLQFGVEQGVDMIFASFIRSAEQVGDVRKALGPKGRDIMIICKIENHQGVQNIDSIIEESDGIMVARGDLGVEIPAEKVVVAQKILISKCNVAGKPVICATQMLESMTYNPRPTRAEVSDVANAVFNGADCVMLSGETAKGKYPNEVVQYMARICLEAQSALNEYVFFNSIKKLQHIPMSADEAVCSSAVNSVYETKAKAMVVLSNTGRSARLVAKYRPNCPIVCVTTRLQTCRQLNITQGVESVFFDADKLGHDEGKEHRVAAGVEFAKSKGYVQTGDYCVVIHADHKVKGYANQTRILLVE
#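 0.1 nM LmPK, 0.5 mM PEP, 0.1 mM ADP; 50 mM imidazole pH 7.2, 7 mM MgCl2, 50 mM KCl; 1 h RT. Kinase-Glo luminescence readout, normalized to no-enzyme (full inhibition) and uninhibited wells.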
# Numbers without * were called inactive; ? = inconclusive; nt = not tested or not shown; [ ] = another dose, or the depositor's remark. The call rests on the fitted dose curve; in most records, active means well fitted curve in the direction sought with a large enough effect; inconclusive means small, poorly fitted or top-dose-only effect, or another doubt; inactive means no such curve, though single readings can be large; an effect the other way counts as inactive or inconclusive. On the % scale 0 is the no-effect control and ±100 the full control effect; potency means the concentration at half of the fitted maximal effect.
# Value order – Pf growth 96h | HCV inh | Pf growth 48h | Sm TGR inh | Tb PYK inh | LmPK inh
COc1ccc(/C(O)=C2/C(=O)C(=O)N(CCCN(C)C)C2c2cccc(Cl)c2)cc1OC (stereo unspecified)
  -8% | -7% | 22% | -9% | -8% | 1%
C[C@]12CCC(=O)C(O)=C1CC[C@@H]1[C@@H]2CC[C@]2(C)C(=O)CC[C@@H]12
  ? | 16% | -12% | -1% | -1% | -2%
Cc1ccc(Nc2cc(C(=O)NCCCN3CCOCC3)c3ccccc3n2)c(C)c1
  19% | 6% | -6% | -3% | 0% | 6%
Cc1cc(OCC(=O)NCC(O)c2ccccc2)c2c3c(c(=O)oc2c1)CCC3 (stereo unspecified)
  -79% | -29% | ? | 1% | 0% | -3%
O=S(=O)(/C=C/c1ccccc1)c1ccccc1
  nt | -13% | 9% | -24% | -1% | -3%
O=C(COC(=O)CNC(=O)c1ccccc1)Nc1cccc(Br)c1
  ? | 38%[activator] | 8% | -11% | 5% | 2%
O=C(CCC(=O)Nc1nnc(C2CCCCC2)s1)NCc1ccccc1
  0% | 22% | -5% | 4% | 2% | 2%
CCOC(=O)CCCCC(=O)c1[nH]c(=O)[nH]c1CSc1nc(C)cc(=O)[nH]1
  nt | -20% | -11% | 2.5µM* | 1% | -1%
CC(=O)Nc1ccc(NC(=O)C(C)Sc2nc3nc(C)cc(C)n3n2)cc1 (stereo unspecified)
  -13% | 13% | -16% | -16% | 2% | nt
CCOC(=O)/C(=N\Nc1ccccc1)S(=O)(=O)c1ccccc1
  0% | -23% | nt | -9% | -2% | 7%
Cc1cc(C)nc(Sc2ncnc3sc4c(c23)CCC4)n1
  -9% | -22% | -14% | -12% | -8% | 1%
COc1ccc(CCNC(=O)c2cc(-c3ccccn3)nc3c(Cl)cccc23)cc1OC
  14% | -27% | -8% | -2% | -3% | 3%
O=C(Nc1ccncc1)c1cc(S(=O)(=O)N2CCOCC2)ccc1Cl
  3% | -16% | ? | 0% | 3% | nt
Cc1cc(C)c2nc(N(CCCN(C)C)C(=O)c3ccc4c(c3)CCCC4)sc2c1
  ? | 7.1µM* | 7.4µM* | 2% | 1% | nt
Cc1ccc(C)c(S(=O)(=O)N2CCN(C(=O)Cc3ccc(S(=O)(=O)N4CCOCC4)s3)CC2)c1
  ? | ? | ? | 2% | -7% | nt
CC(C)(C)NC(=O)NC(=O)COC(=O)c1ccc(OC(F)F)cc1
  5% | 27% | 3% | -2% | 1% | -2%
COc1ccc(-c2nc(CS(=O)(=O)CC(=O)Nc3ccc(Cl)cc3)c(C)o2)cc1
  -29% | 10µM* | 32%[activator] | 35µM* | 1% | -1%
Cc1nn(CC(=O)N2CCCc3ccccc32)c(C)c1[N+](=O)[O-]
  ? | 18% | 30% | 9% | 3% | 1%
COC(=O)C1CCN(C(=O)COc2ccc(N(C)S(=O)(=O)c3ccc(C)cc3)cc2)CC1
  ? | 9% | 13µM* | -12% | 4% | nt
CCN(CC)C(=O)Cc1cc(C(=O)O)c2ccccc2n1
  nt | 11% | 7% | -19% | -5% | 1%
O=C(NO)c1ccc(OC(F)F)cc1
  ? | -16% | 10µM* | -23% | -10% | 0%
COc1ccc(C(=O)CSc2nnc3n2CCCN3C(=O)Nc2ccccc2)cc1
  ? | -12% | -4% | 9% | 0% | 3%
O=C(Nc1ccc2c(c1)OCO2)c1cc(-c2cccc(O)c2)on1
  51%[activator] | 3% | 60%[activator] | -31% | 4% | -5%
COC(=O)c1cc2c(ccn2-c2ccc(F)cc2)n1Cc1ccc(OC)cc1
  ? | ? | ? | -20% | 1% | 0%
Cc1ccsc1C1C(C#N)=C(N)OC2=C1C(=O)CC(C)(C)C2 (stereo unspecified)
  26% | 25% | 2% | 0% | -1% | -5%
CCOc1cc(NC(=S)NCCc2ccccc2)c(OCC)cc1NC(C)=O
  4% | 16% | -7% | -21%[57.1 µM] | -2% | -1%
O=C(NCC(c1ccco1)N1CCN(c2ccccc2F)CC1)c1cccs1 (stereo unspecified)
  ? | 1%[8.37 µM] | ? | -13% | 6% | nt
COc1ccccc1CC(=O)NNS(=O)(=O)c1ccc([N+](=O)[O-])cc1
  64%[activator] | 28% | 33%[activator] | -1% | 0% | -1%
CC1(NC(=O)/C=C/c2nc3ccccc3s2)CCS(=O)(=O)C1 (stereo unspecified)
  ? | 10% | -26% | -23% | 0% | nt
C=CCNCCCCOc1cccc(Br)c1
  -1% | -20% | ? | -1% | -18% | -7%
C/C(Cn1cnc([N+](=O)[O-])n1)=N\NC(=O)c1cccnc1
  44%[activator] | 0% | -11% | -7% | -1% | 3%
CC(=O)Nc1ccc(NC(=O)CC23CC4CC(CC(C4)C2)C3)cc1
  ? | 6% | -21% | 3% | 4% | 2%
COc1ccc([C@@H](C)NC(=O)CCc2nnc(-c3cc(C)on3)o2)cc1
  2.9µM* | 7% | 19% | -1% | -6% | 7%
CN(C)C(CNC(=O)c1ccc2c(c1)S(=O)(=O)c1ccccc1C2=O)c1ccco1 (stereo unspecified)
  ? | ? | -2% | -10% | 2% | 2%
Cc1ccc(C(=O)Cn2nnc3ccccc32)cc1
  12µM* | -1% | 137%[activator] | 5% | -3% | -16%
COc1ccccc1CNC(=O)c1ccc(S(=O)(=O)N2CCCC2)cc1
  10% | -11% | -11% | -2% | 2% | -3%
CN(Cc1ccc(F)cc1)C(=O)COc1ccccc1-c1ccccc1
  ? | 2% | -24% | 3% | -4% | 6%
CCC(=O)Nc1ncc2c(n1)CC(c1ccco1)CC2=O (stereo unspecified)
  -2% | 19% | -15% | ? | -3% | -14%
CCCCS(=O)(=O)Nc1ccc(C)cn1
  18% | 5% | 24% | -17% | -30% | -1%
CCCCOC(=O)C1=C(N)OC2=C(C(=O)CCC2)[C@]12C(=O)N(C)c1ccccc12
  nt | 20% | -11% | -1% | -10% | 9%
CS(=O)(=O)N(CC(=O)N1CCCCCC1)c1ccc(Cl)cc1
  14% | 11% | ? | -16% | -3% | -4%
COc1ccc(/C=C/c2cc[n+](C(=O)Cc3ccccc3)cc2)cc1
  ? | -25% | ? | 52%[activator] | -5% | -3%
CC1CC(C)CN(C(=O)COC(=O)Cc2c[nH]c3ccccc23)C1 (stereo unspecified)
  3% | 10% | -13% | -8% | 1% | nt
Cc1ccccc1Cn1cnc2ccccc21
  -10% | ? | -17% | 4% | 4% | 3%
COc1ccc(-n2nc(C(=O)NCC(=O)N3CCCC(C)C3)c3ccccc3c2=O)cc1Cl (stereo unspecified)
  24% | ? | ? | -13% | -2% | 3%
COc1ccc(CCC(=O)N2CCCC(Nc3ccccc3)C2)cc1OC (stereo unspecified)
  -10% | -12% | ? | 0% | -7% | 0%
CCO/C=N/Nc1nc(C(F)(F)F)nc2c1cnn2Cc1ccccc1
  ? | ? | ? | 11% | -7% | -12%
Cc1cc(C(=O)N2CCN(c3ccc([N+](=O)[O-])cc3)CC2)c(C)o1
  0% | ? | -7% | -12% | -3% | 0%
CC1CCc2cc(F)ccc2N1C(=O)c1cccnc1 (stereo unspecified)
  47%[activator] | 8% | -1% | 1% | 0% | 3%
CCCNc1nc(OC(C(F)(F)F)C(F)(F)F)nc(OC(C(F)(F)F)C(F)(F)F)n1
  nt | -2% | 9% | -9% | -10% | 1%
O=c1[nH]c(CN2CCOCC2)nc2ccccc12
  9% | 5% | -16% | 5% | -2% | 0%
Cc1cccc(CN2CCN(C(=O)CN(C)C(C)C(=O)Nc3ccc(C(N)=O)cc3)CC2)c1 (stereo unspecified)
  -16% | -13% | -16% | 5% | 1% | nt
O=C(N/N=C/C=C/c1ccco1)c1cccnc1
  nt | 6% | 6% | 22µM* | -3% | 3%
CCOC(=O)c1oc2ccccc2c1NC(=O)c1cccc(OC)c1OC
  ? | ? | ? | -3% | 2% | 4%
Cc1c2c(nc3c(C(=O)NC4CCCC4)cnn13)CCCC2
  ? | -15% | 0% | 11% | 1% | -5%
O=CC(Cl)P(=O)(N1CCCCC1)N1CCCCC1 (stereo unspecified)
  ? | -4% | ? | -1% | -7% | -5%
COc1cc(NC(=O)C2=CC(c3cccs3)=NS(=O)(=O)N2C)cc(OC)c1OC
  1% | -25% | 41%[activator] | 7% | 2% | 0%
O=C(NC(=S)NC1C2CC3CC(C2)CC1C3)C12CC3CC(CC(C3)C1)C2 (stereo unspecified)
  8% | 12% | 12% | 5% | 6% | 6%
CCCOc1ccc(/C=N/NC(=O)C(=O)Nc2ccccn2)cc1
  ? | 1% | 12% | -9% | 3% | -2%
COc1cc(SC)ccc1C(=O)Nc1ccon1
  ? | ? | 109%[activator] | 4% | -11% | -3%

# The listing continues:
# Value order – Pf growth 96h | HCV inh | Pf growth 48h | Sm TGR inh | Tb PYK inh | LmPK inh
O=C1CC(N2CCN(c3ccccc3Cl)CC2)C(=O)N1c1cccc(F)c1 (stereo unspecified)
  ? | 7% | 13% | 40µM* | 2% | 0%
O=C(Nc1ccc(Cl)c(S(=O)(=O)N2CCOCC2)c1)c1ccc2c(c1)OCCO2
  ? | 10µM* | 13µM* | -10% | 1% | 2%
CCOC(=O)c1c(C)n(C)c2cc(-c3ccc(C)cc3)c(O)cc12
  ? | ? | ? | -15% | 1% | 1%
CCC(C)c1ccc(NC(=S)NC(C)C2CCCO2)cc1 (stereo unspecified)
  ? | -10% | 68%[activator] | 1% | -7% | 7%
COc1ccc(CNc2nc3c(c(=O)n(Cc4ccc(Cl)cc4)c(=O)n3C)n2C)cc1
  ? | ? | 2.6µM* | -4% | -1% | 5%
Cc1c(N=C2N=C(NC(=O)Nc3ccc(Cl)cc3)c3ccccc32)c(=O)n(-c2ccccc2)n1C
  -3% | 1% | -1% | -1% | -2% | 0%
CN(C(=O)CSc1ncc(C(F)(F)F)cc1Cl)c1c(N)n(Cc2ccccc2)c(=O)[nH]c1=O
  43%[activator] | ? | 5% | 15% | -11% | 1%
Cc1ccc(NC(=O)CS(=O)CC(=O)N(CC(=O)NC(C)(C)C)c2cccc(C)c2C)cc1 (stereo unspecified)
  -1% | 19% | -3% | -2% | 3% | 4%
Cc1cc(N2CCCC2)nc2ccccc12
  0% | -20% | -10% | nt | 1% | 2%
Cc1ccc(S(=O)(=O)N2CCC(C(=O)NCCc3ccc(S(N)(=O)=O)cc3)CC2)cc1
  ? | -2% | nt | -4% | -10% | 18%
CCCCN(C)C1=Nc2cccc3cccc1c23
  ? | ? | nt | 0% | -8% | 6%
CN(C)C(=O)CN(C)S(=O)(=O)c1ccc(Cl)cc1
  nt | 8% | 3% | 0% | 3% | 11%
CCn1c(=O)c(C(C)=O)c(O)c2ccccc21
  -21% | 0% | 17% | 11% | -4% | -2%
OC(COCc1ccccc1)CN1CCCCC1 (stereo unspecified)
  21% | 11% | 18% | 6% | 6% | 0%
